p47phox inh: inhibitors of human p47phox binding | P14598 | p47phox/p22phox peptide binding, fluorescence polarization, 2 h | inhibition, % at 24.7 µM | 220,000 tested, 0.53% active | AID 1274;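 active = inhibition above about 30%, limit read from the data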;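 also: 0% = p47phox with labelled peptide and 100% = labelled peptide alone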
p97 inhibitor: human p97 ATPase inhibition | P55072 | recombinant p97 ATPase, Kinase-Glo ATP luminescence, 3 h | inhibition, % at 8 µM | 220,000 tested, 0.42% active | AID 1481; in the data active = inhibition above about 15%;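 also: 0% = DMSO vehicle and 100% = wells lacking enzyme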
Runt-CBFb FRET: Runt domain-CBFb interaction inhibition | Q01196+Q13951 | Cerulean-Runt/Venus-CBFb FRET ratio 530/480, 1 h | inhibition, % at 20 µM | 220,000 tested, 0.46% active | AID 1496;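 active = inhibition over about 50% at 20 µM in the single-dose screen, limit read from the data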;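 also: 0% = DMSO wells and 100% = excess unlabeled CBFb competitor control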
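Measured by: fluorescence energy transfer, 422 nm excitation, 530/480 nm emission; Assay system: Cerulean-Runt domain; Medium: Tris pH 7.5 buffer with BSA; Measure: loss of energy transfer signal; Controls: 5 µM unlabeled CBFb as full-inhibition high control; Incubation: protein complex preformed 1 h, compound exposure 1 h, room temperature, dark.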
Tb hexokinase: T. brucei hexokinase 1 inhibition; recombinant TbHK1, G6PDH-coupled NADH A340; inhibition, % at 10 µM; 220,000 tested, 0.11% active; AID 1430;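 active = inhibition of 50% or more in the single-dose primary screen; inactive = inhibition below 50%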
Runt-SMMHC FRET: blocks binding of human RUNX1 Runt domain to CBFb-SMMHC | Cerulean-Runt/Venus-CBFb-SMMHC FRET ratio 530/480, 1 h | inhibition, % at 20 µM | 220,000 tested, 0.74% active | AID 1434;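 active = mean inhibition across duplicate retests at 20 µM reaching about 50%, limit read from the data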;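 also: 0% = DMSO wells and 100% = wells with excess untagged CBFb-SMMHC; inhibitors lower the FRET ratio by blocking Runt binding to CBFb-SMMHC; some results filed as inactive read as strong as hits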
Furin inh: inhibitors of human furin | 220,000 tested, 0.061% active | P09958 | inhibition, % at 30 µM | purified furin, fluorogenic substrate cleavage; in the data active = inhibition above about 25%; also: inactives centre near -15
Target sequence (P09958 108-714 limits assumed): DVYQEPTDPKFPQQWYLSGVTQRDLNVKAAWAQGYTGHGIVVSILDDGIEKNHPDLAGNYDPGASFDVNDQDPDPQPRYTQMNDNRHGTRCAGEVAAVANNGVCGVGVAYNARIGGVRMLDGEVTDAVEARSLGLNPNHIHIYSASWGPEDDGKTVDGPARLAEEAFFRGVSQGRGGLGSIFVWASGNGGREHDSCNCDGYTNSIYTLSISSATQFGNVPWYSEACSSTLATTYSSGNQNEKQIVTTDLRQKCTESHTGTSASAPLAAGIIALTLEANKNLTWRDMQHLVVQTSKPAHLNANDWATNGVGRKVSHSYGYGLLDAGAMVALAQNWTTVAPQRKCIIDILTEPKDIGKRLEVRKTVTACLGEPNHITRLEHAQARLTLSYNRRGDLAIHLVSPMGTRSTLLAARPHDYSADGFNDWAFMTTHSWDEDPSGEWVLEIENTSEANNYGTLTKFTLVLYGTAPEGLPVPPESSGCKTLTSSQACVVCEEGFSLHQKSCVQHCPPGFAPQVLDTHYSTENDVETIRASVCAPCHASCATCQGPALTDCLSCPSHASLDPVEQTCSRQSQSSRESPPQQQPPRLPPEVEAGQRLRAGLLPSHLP
m-calpain inh: inhibitors of pig calpain II; purified calpain II, fluorogenic peptide substrate, 30 min; 220,000 tested, 0.37% active; inhibition, % at 16 µM;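 active = inhibition above about 50%, limit read from the data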
EBV gp42 inh: EBV gp42 inhibition | Q1HVG2 | Fluorescence polarization binding assay, mP read-out | inhibition, % (tested at 21.74 µM) | 220,000 tested, 0.42% active; in the data active = inhibition above about 50%
Target sequence (Q1HVG2 whole entry, looked up): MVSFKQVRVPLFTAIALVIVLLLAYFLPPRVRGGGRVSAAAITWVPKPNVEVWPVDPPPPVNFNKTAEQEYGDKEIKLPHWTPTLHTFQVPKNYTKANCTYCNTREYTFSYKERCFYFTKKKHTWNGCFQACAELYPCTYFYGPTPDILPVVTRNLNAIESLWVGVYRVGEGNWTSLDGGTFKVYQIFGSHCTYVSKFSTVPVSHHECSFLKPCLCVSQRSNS
RBBP9 inh: human RBBP9 hydrolase inhibition. 220,000 tested, 0.2% active. inhibition, % at 7.94 µM. O75884. recombinant RBBP9, FP-Rh probe fluorescence polarization;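 active = inhibition above the campaign mean of all tested compounds plus 3 SD, cut at about 14% in these data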;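 also: plate controls were DMSO wells with RBBP9 for no effect and wells lacking RBBP9 protein for full effect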
Target sequence (O75884 whole entry, looked up): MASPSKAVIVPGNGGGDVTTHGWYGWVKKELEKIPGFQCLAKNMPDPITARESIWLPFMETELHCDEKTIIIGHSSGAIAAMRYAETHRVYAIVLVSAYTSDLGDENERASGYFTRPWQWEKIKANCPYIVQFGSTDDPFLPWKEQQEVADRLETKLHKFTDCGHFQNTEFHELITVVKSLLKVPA
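Assay system: recombinant human RBBP9; Reagent: Serine-hydrolase probe FP-Rh, 375 nM pre-mixing; Doses: 7.94 µM single dose, 0.794% DMSO; Incubation: 30 min then 45 min, 25 °C; Detection: fluorescence polarization (mP), excitation 525 nm, emission 598 nm; Evaluation: percent inhibition from mP, scaled between DMSO and no-protein wells.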
* hit, by the source's call; [ ] = dose if it differs, or a comment. Rows are unselected; about 2.7% have a hit in one of these screens.

Screening CC(C)NC(=O)C1CCN(Cc2cnn(-c3ccccc3)c2-n2cccc2)CC1 returned p47phox inh -11, p97 inhibitor 3, Runt-CBFb FRET 0, Tb hexokinase 2, Runt-SMMHC FRET 0, Furin inh -16[20 µM], m-calpain inh -13, EBV gp42 inh -6 and RBBP9 inh -11.
COc1cc(NC(=S)NCC2CCCO2)c(OC)cc1Cl (centres undefined) was read as p47phox inh -15, p97 inhibitor -4, Runt-CBFb FRET 0, Tb hexokinase 7, Runt-SMMHC FRET 0, Furin inh -14, m-calpain inh 8, EBV gp42 inh 3 and RBBP9 inh -11.
For CC(C)c1nc2ccc(NC(=O)C3CCCCC3)cc2[nH]1 the results were p47phox inh -19, p97 inhibitor 2, Runt-CBFb FRET -1, Tb hexokinase -5, Runt-SMMHC FRET 0, Furin inh 7[20 µM], m-calpain inh 1, EBV gp42 inh -12 and RBBP9 inh 0.
For O=C(NCCCN1CCCC1=O)[C@H](CSCc1ccccc1)N1Cc2ccccc2C1=O the results were p47phox inh -13, p97 inhibitor 5, Runt-CBFb FRET -1, Tb hexokinase -5, Runt-SMMHC FRET 0, Furin inh -34, m-calpain inh -10, EBV gp42 inh -10 and RBBP9 inh 0.
Screening CCCCNS(=O)(=O)c1ccc2nc(-c3cccnc3)cc(C(=O)NCCCOC)c2c1 returned p47phox inh -3, p97 inhibitor 5, Runt-CBFb FRET -2, Tb hexokinase -4, Runt-SMMHC FRET -5, Furin inh -21, m-calpain inh 31, EBV gp42 inh -18 and RBBP9 inh -4.
For c1coc(-c2nnc3sc(Cc4cccs4)nn23)c1 the results were p47phox inh -16, p97 inhibitor 4, Runt-CBFb FRET 29, Tb hexokinase -2, Runt-SMMHC FRET 18, Furin inh -12, m-calpain inh -11, EBV gp42 inh 12 and RBBP9 inh -10.
CC(NC(=O)COC(=O)Cc1ccsc1)C1CC2CCC1C2 (centres undefined) was read as p47phox inh -4, p97 inhibitor -2, Runt-CBFb FRET -1, Tb hexokinase 1, Runt-SMMHC FRET -4, Furin inh -7[20 µM], m-calpain inh 17, EBV gp42 inh 7 and RBBP9 inh -1.
Screening Cn1cc(/C=C(\C#N)C(=O)Nc2ncc(Cc3cccc(Cl)c3)s2)c2ccccc21 returned p47phox inh -104, p97 inhibitor 4, Runt-CBFb FRET -387, Tb hexokinase -12, Runt-SMMHC FRET -142, Furin inh -6, m-calpain inh -62, EBV gp42 inh 9 and RBBP9 inh 3.
Screening Cc1[nH]c2ccccc2c1C(=O)CSC(=S)N(C)C1CCCCC1 returned p47phox inh -24, p97 inhibitor 5, Runt-CBFb FRET -2, Tb hexokinase 4, Runt-SMMHC FRET 1, Furin inh -11, m-calpain inh 1, EBV gp42 inh -18 and RBBP9 inh -23.
O=C(c1ccc2nc(N3CCOCC3)sc2c1)N1CCCC1 was read as p47phox inh -8, p97 inhibitor 6, Runt-CBFb FRET 1, Tb hexokinase 1, Runt-SMMHC FRET 0, Furin inh -24, m-calpain inh -5, EBV gp42 inh -5 and RBBP9 inh 8.
Screening CCCOC(=O)c1ccc(Oc2cn[nH]c2-c2ccc(OCC(=O)NN)cc2O)cc1 returned p47phox inh -22, p97 inhibitor -3, Runt-CBFb FRET 2, Tb hexokinase -12, Runt-SMMHC FRET 0, Furin inh 6, m-calpain inh 26, EBV gp42 inh 2 and RBBP9 inh -17.
`Cc1ccc(COC(=O)c2nn(-c3ccccc3)nc2N)cc1` gave p47phox inh -4, p97 inhibitor -2, Runt-CBFb FRET -1, Tb hexokinase -2, Runt-SMMHC FRET -2, Furin inh -19, m-calpain inh -424, EBV gp42 inh 7 and RBBP9 inh -3.
Screening Cc1ccc(NC(=O)CSc2nc(N)c3cc4c(nc3n2)CCCC4)cc1 returned p47phox inh -77, p97 inhibitor 1, Runt-CBFb FRET -1, Tb hexokinase -6, Runt-SMMHC FRET 4, Furin inh -19, m-calpain inh -36, EBV gp42 inh -20 and RBBP9 inh -6.
For Cc1cccc(NC(=O)/C(=C\c2ccc([N+](=O)[O-])o2)NC(=O)c2ccc(Cl)cc2)c1 the results were p47phox inh -24, p97 inhibitor 7, Runt-CBFb FRET -2, Tb hexokinase 0, Runt-SMMHC FRET -3, Furin inh -24, m-calpain inh -4, EBV gp42 inh -4 and RBBP9 inh -12.
Screening COc1ccccc1-c1cc2nc(C)c(CCC(=O)NCc3ccco3)c(C)n2n1 returned p47phox inh -7, p97 inhibitor -3, Runt-CBFb FRET 0, Tb hexokinase -4, Runt-SMMHC FRET 3, Furin inh -23, m-calpain inh -75, EBV gp42 inh 6 and RBBP9 inh -7.
COc1ccccc1CCNC(=O)c1ccc(C)o1 was read as p47phox inh -14, p97 inhibitor 3, Runt-CBFb FRET -1, Tb hexokinase -12, Runt-SMMHC FRET 0, Furin inh -16, m-calpain inh -2, EBV gp42 inh -8 and RBBP9 inh -10.
`Cn1c(N2CCOCC2)nc2c1c(=O)n(Cc1ccc(Cl)cc1)c(=O)n2C` gave p97 inhibitor -1, Tb hexokinase 3, Furin inh -13[20 µM] and RBBP9 inh -9.
O=C(Cn1cnc2ccccc21)N/N=C/c1cccnc1 was read as p47phox inh -4, p97 inhibitor 4, Runt-CBFb FRET 4, Tb hexokinase -5, Runt-SMMHC FRET -3, Furin inh -26, m-calpain inh -9, EBV gp42 inh -20 and RBBP9 inh 2.
Screening O=C(Nc1cccc([N+](=O)[O-])c1)c1ccc2ccccc2c1O returned p47phox inh 0, p97 inhibitor 10, Runt-CBFb FRET 2, Tb hexokinase -9, Runt-SMMHC FRET 3, Furin inh -19, m-calpain inh -15, EBV gp42 inh -5 and RBBP9 inh -2.
`CCOC(=O)C1=C(N)OC2=C(C(=O)CCC2)C1c1cccs1` (centres undefined) gave p47phox inh 5, p97 inhibitor 1, Runt-CBFb FRET 0, Tb hexokinase -4, Runt-SMMHC FRET 3, Furin inh -18, m-calpain inh 23, EBV gp42 inh -3 and RBBP9 inh -3.
`COc1ccc(C2CC(c3ccccc3)=NN2C(=O)COC(=O)c2cc(S(=O)(=O)N3CCOCC3)ccc2F)cc1` (centres undefined) gave p47phox inh -8, p97 inhibitor 1, Runt-CBFb FRET -4, Tb hexokinase -16, Runt-SMMHC FRET 9, Furin inh -13, m-calpain inh -41, EBV gp42 inh -16 and RBBP9 inh 4.
N#Cc1cnc(SCC(=O)c2ccccc2)nc1N was read as p47phox inh -16, p97 inhibitor -5, Runt-CBFb FRET 0, Tb hexokinase 4, Runt-SMMHC FRET 3, Furin inh -11[20 µM], m-calpain inh -5, EBV gp42 inh -23 and RBBP9 inh -9.
CCCCC(=O)NNC(=O)c1c(O)c2ccccc2[nH]c1=O was read as p47phox inh -6, p97 inhibitor -8, Runt-CBFb FRET 1, Tb hexokinase 3, Runt-SMMHC FRET 1, Furin inh -10, m-calpain inh 22, EBV gp42 inh -11 and RBBP9 inh -8.
CC(C)(C)NS(=O)(=O)c1ccc(CCC(=O)N2CCCCC2)cc1 was read as p47phox inh -3, p97 inhibitor -7, Runt-CBFb FRET 0, Tb hexokinase -3, Runt-SMMHC FRET 3, Furin inh -6[20 µM], m-calpain inh 1, EBV gp42 inh -15 and RBBP9 inh -3.
O=C(CCN1C(=O)C2CC=C(Cl)CC2C1=O)NC1CCCCC1 (centres undefined) was read as p47phox inh -6, p97 inhibitor -2, Runt-CBFb FRET 0, Tb hexokinase 9, Runt-SMMHC FRET -7, Furin inh -11, m-calpain inh -47, EBV gp42 inh -4 and RBBP9 inh -5.
Screening COc1ccc2c(c1)[nH]c1c(=O)n(Cc3ccccn3)cnc12 returned p47phox inh -7, p97 inhibitor 2, Runt-CBFb FRET 0, Tb hexokinase -9, Runt-SMMHC FRET 3, Furin inh -20[20 µM], m-calpain inh 16, EBV gp42 inh -8 and RBBP9 inh 3.
Cn1c(=O)oc2cc(S(=O)(=O)NCCC(=O)N3CCc4ccccc43)ccc21 was read as p47phox inh -6, p97 inhibitor 6, Runt-CBFb FRET 0, Tb hexokinase 3, Runt-SMMHC FRET 1, Furin inh -28, m-calpain inh -3, EBV gp42 inh -1 and RBBP9 inh 2.
Screening Cc1ccc(Cn2cc(S(=O)(=O)c3ccc(C(C)C)cc3)c(=O)c3cc4c(cc32)OCO4)cc1 returned p47phox inh -25, p97 inhibitor 5, Runt-CBFb FRET 1, Tb hexokinase -10, Runt-SMMHC FRET 3, Furin inh -18, m-calpain inh -10, EBV gp42 inh -21 and RBBP9 inh 3.
CC(=O)Nc1cc(-c2nn(C)c(=O)c3ccccc23)ccc1N1CCCCC1 was read as p47phox inh -24, p97 inhibitor -10, Runt-CBFb FRET -1, Tb hexokinase -12, Runt-SMMHC FRET 7, Furin inh 2[20 µM], m-calpain inh 9, EBV gp42 inh -16 and RBBP9 inh 0.
Cc1ccc(NC(=O)NNC(=O)c2cccs2)cc1 was read as p47phox inh -20, p97 inhibitor 9, Runt-CBFb FRET -1, Tb hexokinase 4, Runt-SMMHC FRET 3, Furin inh -8, m-calpain inh -4, EBV gp42 inh -3 and RBBP9 inh -8.
`O=C(CSc1ccc(-c2ccc(F)cc2)nn1)NCC1CCCO1` (centres undefined) gave p97 inhibitor 0, Runt-CBFb FRET -1, Tb hexokinase 0, Runt-SMMHC FRET 0, Furin inh -19, m-calpain inh 10, EBV gp42 inh -13 and RBBP9 inh -2.

In the list so far, 5 contain an aryl methoxy group:
COc1cc(NC(=S)NCC2CCCO2)c(OC)cc1Cl (centres undefined) was read as p47phox inh -15, p97 inhibitor -4, Runt-CBFb FRET 0, Tb hexokinase 7, Runt-SMMHC FRET 0, Furin inh -14, m-calpain inh 8, EBV gp42 inh 3 and RBBP9 inh -11.
Screening COc1ccccc1-c1cc2nc(C)c(CCC(=O)NCc3ccco3)c(C)n2n1 returned p47phox inh -7, p97 inhibitor -3, Runt-CBFb FRET 0, Tb hexokinase -4, Runt-SMMHC FRET 3, Furin inh -23, m-calpain inh -75, EBV gp42 inh 6 and RBBP9 inh -7.
COc1ccccc1CCNC(=O)c1ccc(C)o1 was read as p47phox inh -14, p97 inhibitor 3, Runt-CBFb FRET -1, Tb hexokinase -12, Runt-SMMHC FRET 0, Furin inh -16, m-calpain inh -2, EBV gp42 inh -8 and RBBP9 inh -10.
`COc1ccc(C2CC(c3ccccc3)=NN2C(=O)COC(=O)c2cc(S(=O)(=O)N3CCOCC3)ccc2F)cc1` (centres undefined) gave p47phox inh -8, p97 inhibitor 1, Runt-CBFb FRET -4, Tb hexokinase -16, Runt-SMMHC FRET 9, Furin inh -13, m-calpain inh -41, EBV gp42 inh -16 and RBBP9 inh 4.
Screening COc1ccc2c(c1)[nH]c1c(=O)n(Cc3ccccn3)cnc12 returned p47phox inh -7, p97 inhibitor 2, Runt-CBFb FRET 0, Tb hexokinase -9, Runt-SMMHC FRET 3, Furin inh -20[20 µM], m-calpain inh 16, EBV gp42 inh -8 and RBBP9 inh 3.
